Compound activity deposited in PubChem by Broad Institute.
RAD54 branch = inhibitors of human RAD54 branch migration, primary screen, biochemical, fluorescence, single point | DNA repair and recombination protein RAD54-like (Homo sapiens), Q92698 | RAD54 Holliday junction branch migration, FAM/BHQ fluorescence | inhibition, % at 10.4 µM | hit rate 0.14% among 360,000;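 active means mean normalized replicate activity at least 40 and at least half of replicates scoring 40 or more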;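 further: 0% = median of neutral control wells and 100% = median of positive control wells; inhibitors cause a drop in the FAM fluorescence signal; in these data hits start at about 50%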
S100A4 MyoIIA = inhibitors of S100A4-myosin IIA peptide binding, primary screen, biochemical, fluorescence polarization, TAMRA-MyoIIA peptide. Protein S100-A4 (Homo sapiens), P26447. inhibition, % at 10.7 µM. hit rate 0.14% among 360,000. AID 652163, 2013;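 active means mean inhibition of at least 70% across replicates, with every replicate also reaching that level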
Target sequence (P26447 whole entry, looked up): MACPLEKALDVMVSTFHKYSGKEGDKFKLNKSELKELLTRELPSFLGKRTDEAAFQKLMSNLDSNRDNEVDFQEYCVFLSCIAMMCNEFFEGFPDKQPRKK
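assay system = human S100A4 monomer with TAMRA-labelled myosin IIA peptide | also added = labelled myosin peptide probe, 5 nM | incubation = 5 min between mix addition and reading | control set = DMSO and TFP controls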
FN deposit inh = inhibitors of fibronectin matrix deposition, primary screen, AH1F cells, Alexa488-fibronectin fluorescence, plate reader. AH1F fibroblasts, overnight. inhibition, % at 12.6 µM. hit rate 0.086% among 350,000;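 active means mean inhibition across replicates of 30% or more, regardless of how many single replicates reach that level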;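 further: positive control wells lacked labelled fibronectin entirely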
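Measured by – fluorescence 485/525 nm · System – AH1F fibroblast monolayer, labelled fibronectin deposition · Amount – 10000 cells per well · Buffer or medium – serum-reduced DMEM (2% serum) · Doses – single dose, pinned · Also added – fluorescent fibronectin at 24 nM final · Schedule – 1 h cell attachment, overnight exposure to compound and label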
RAD52 anneal inh = RAD52 DNA annealing inhibitors, primary screen, biochemical, FRET, single point, set 2 | inhibition, % at 18.7 µM | hit rate 0.46% among 360,000 | AID 651710, 2012 | DNA repair protein RAD52 homolog (Homo sapiens), P43351 | recombinant RAD52 DNA annealing, FRET fluorescence;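 active means every replicate showing at least 50% inhibition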
esBAF inh = Bmi1 luciferase reporter increase in mESCs, primary screen, esBAF inhibitor project, mouse ES cells, Bmi1 luciferase knock-in, single point | 24 h; 100% = twice the neutral-well signal | reporter increase, % at 12.5 µM | hit rate 2% among 350,000; in the data active means activation above about 40%;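 further: 0% = median of the plate's neutral control wells and 100% = double that signal; a rise in the Bmi1 reporter signal indicates esBAF inhibition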
XiGFP reactiv = activators of inactive X chromosome reactivation, primary screen, imaging, XiGFP fibroblasts, GFP high-content imaging, set 2. activation, % at 7.58 µM. hit rate 0.055% among 360,000. XiGFP mouse fibroblasts, % GFP-positive cells imaging, 3 d; cells co-treated with 5-aza-dC sensitizer; scaled so ellipticine positive control = 100%;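 active means mean normalized replicate activation at least 10% and every replicate at or above 10%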;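 further: 0% = median of on-plate neutral control wells and 100% = ellipticine 6 µM median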
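Material: XiGFP fibroblasts, SV40-immortalized; Buffer or medium: DMEM containing 5-aza-dC; Compound dosing: single point; Times: 3 days compound exposure.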
EWS-Fli block = EWS/Fli-driven NR0B1 reporter inhibitors, primary screen, A673 cells, NR0B1 luciferase, luminescence, MLPCN library. viability-normalised. inhibition, % at 12.6 µM. hit rate 0.67% among 350,000;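 active means mean inhibition of at least 50% after viability correction, with every replicate also passing that limit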;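 further: firefly luciferase signal divided by Alamar Blue viability fluorescence both relative to DMSO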
E-selectin induc = E-selectin induction in HUVECs, primary screen, imaging, HUVEC, immunofluorescence imaging, single point. P16581. normalized: neutral wells 0, TNF-alpha wells 100. activation, % at 7.58 µM. hit rate 0.37% among 260,000. AID 686992, 2013;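 active means mean E-selectin-positive cell signal at least 10% of the positive control, reached in at least 60% of replicates, without over 20% cell loss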;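 further: in these data hits start at about 27%; measured in HUVEC primary endothelial cells; signal is the percent of cells scored E-selectin positive by PE staining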
Target sequence (P16581 whole entry, looked up): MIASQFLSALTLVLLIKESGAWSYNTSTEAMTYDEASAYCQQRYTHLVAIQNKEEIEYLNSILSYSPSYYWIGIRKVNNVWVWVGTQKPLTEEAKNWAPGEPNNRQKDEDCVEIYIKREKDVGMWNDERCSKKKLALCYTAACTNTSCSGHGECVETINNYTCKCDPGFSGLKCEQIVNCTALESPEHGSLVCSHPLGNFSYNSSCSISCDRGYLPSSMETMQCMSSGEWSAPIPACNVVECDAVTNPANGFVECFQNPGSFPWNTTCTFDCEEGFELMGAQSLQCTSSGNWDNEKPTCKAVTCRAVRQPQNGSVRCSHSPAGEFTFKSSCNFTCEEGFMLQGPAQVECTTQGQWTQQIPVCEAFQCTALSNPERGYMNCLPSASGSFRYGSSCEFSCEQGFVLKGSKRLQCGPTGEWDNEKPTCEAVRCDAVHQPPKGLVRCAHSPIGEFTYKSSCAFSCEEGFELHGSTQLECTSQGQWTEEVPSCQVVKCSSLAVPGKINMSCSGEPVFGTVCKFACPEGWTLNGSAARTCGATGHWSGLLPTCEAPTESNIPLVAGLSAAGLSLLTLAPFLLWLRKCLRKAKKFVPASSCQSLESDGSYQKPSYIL
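Test system – human umbilical vein endothelial cells (HUVEC), E-selectin induction · Input – 3,000 HUVEC seeded per well · Buffer or medium – EGM-2, gelatin · Compound dosing – single-point compound dose · Detection – immunofluorescence imaging · Measure – percent E-selectin-positive cells · Controls – TNF-alpha high, DMSO low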
* marks the source's active call; other numbers are inactive results; x = not tested or not shown.

SMILES | RAD54 branch | S100A4 MyoIIA | FN deposit inh | RAD52 anneal inh | esBAF inh | XiGFP reactiv | EWS-Fli block | E-selectin induc
COC(=O)C1N[C@@H]([C@@H](NC(=O)COc2ccccc2)C(=O)NC2CC2)SC1(C)C (stereo not given in full) | -7 | -2 | 4 | -14 | 6 | 0.0 | 8 | 0.4
Cc1nn(-c2ccc(Cl)cc2Cl)c(C)c1C(=O)O | 0 | 9 | -4 | -8 | 1 | 0.1 | -1 | 0.0
CCOC(=O)c1c(NC(=O)CN2C(=O)CN(C)C2=O)sc(C)c1C | x | 1 | -4 | -10 | x | 0.0 | 8 | x
CS(=O)(=O)Nc1ccc(N2CCN(c3ccc(C(F)(F)F)cn3)CC2)nc1 | 4 | -1 | -12 | -8 | x | 0.4 | 19 | 6.9
CC(Cl)C(=O)N1c2ccccc2CCc2ccccc21 (stereo not given) | 4 | 2 | 5 | -10 | -9 | 0.0 | 14 | -0.3
CC(C)(C)c1ccc(/C=C(\C#N)C(=O)NCCN2CCOCC2)cc1 | x | -10 | -6 | -9 | x | 0.3 | 0 | x
COCOc1cccc(CN2CCC2(C)C(=O)NCCNC(C)=O)c1 (stereo not given) | -17 | -8 | -7 | 2 | 1 | -0.1 | 7 | -0.4
O=C(COc1ccccc1)Nc1cc2c3c(c1)CC(=O)N3CCC2 | 1 | -4 | 1 | -11 | x | 0.3 | -46 | x
COc1cc(OC)cc(C(=O)NNC(=O)c2ccc3ccccc3n2)c1 | 12 | -8 | 15 | -9 | -3 | 0.3 | 23 | 0.1
C[C@@H]1CN([C@@H](C)CO)S(=O)(=O)c2ccc(C#Cc3ccncc3)cc2O[C@@H]1CN(C)C(=O)Nc1ccc2c(c1)OCO2 | 5 | 5 | x | -7 | 11 | 0.6 | -13 | -0.2
CC1CCc2nn(CC(=O)NCCN3CCCCC3C)cc2C1 (stereo not given) | -16 | -9 | -2 | -206 | -3 | 0.1 | -4 | 0.1
O=C(N/N=C/c1ccncc1)c1ccc2c(c1)OCO2 | 5 | -2 | 3 | -7 | 11 | 0.0 | -28 | x
O=C(NCC[C@@H]1CC[C@H](NS(=O)(=O)Cc2ccccc2)[C@@H](CO)O1)C1CC1 | -14 | -5 | -3 | -5 | 0 | -0.1 | -4 | 0.2
O=C1C=C(c2cc(Cl)cc(Cl)c2)C[C@@H](c2ccc(F)cc2)C1 | 4 | 0 | 0 | -8 | 4 | -0.2 | 4 | -0.1
O=C(NCc1cccnc1)C(=O)NCC1OCCN1S(=O)(=O)c1ccc(F)cc1 (stereo not given) | 1 | -2 | 6 | -2 | -6 | 0.1 | 3 | -0.1
COc1ccc(NC(=O)NC2(C(=O)N3CCCCC3)CCCCC2)cc1 | -2 | -2 | 3 | -8 | -4 | 0.3 | -8 | x
O=C(O)C1Cc2ccccc2CN1C(=O)COc1ccc(Cl)cc1 (stereo not given) | 4 | 0 | 11 | -10 | -3 | 0.0 | 1 | x
CCCCCc1cc(=O)oc2c(C(CCN3CCCC(C)C3)c3ccc(OC)cc3)c(OC)cc(OC)c12 (stereo not given) | 6 | 1 | -5 | 16 | -11 | 0.0 | 43 | 0.0
CCS(=O)(=O)N1CC2(CN(C(=O)Nc3c(C)noc3C)[C@H](CO)c3[nH]c4cc(OC)ccc4c32)C1 | x | 3 | -6 | 15 | x | 0.1 | 9 | 0.2
COCC(=O)N1CC2(C1)CN(Cc1cc(F)ccc1F)[C@@H](CO)c1c2c2ccc(OC)cc2n1C | x | 8 | x | -20 | x | 0.0 | -1 | 0.0
O=C(CNS(=O)(=O)c1cccc(Br)c1)NCCCc1ccccc1 | -10 | -4 | 5 | -7 | 3 | 0.3 | 4 | x
O=C(c1ccc(Cl)c(S(=O)(=O)N2CCOCC2)c1)N1CCCC1 | 0 | -2 | -3 | 0 | -2 | 0.0 | -6 | 0.1
CCCCc1c(C)[nH]c2nc3ccccc3n2c1=O | -1 | -3 | 5 | -10 | 37 | -0.1 | -69 | -0.1
CC[C@]12c3[nH]c4ccc(OC)cc4c3CCN1C(=O)C(CC(=O)NCCCOC)C[C@@H]2C(=O)N1CCN(C(=O)C2CC2)CC1 (stereo not given in full) | 0 | -2 | -6 | -13 | -7 | -0.1 | 8 | 0.0
Cc1noc(C)c1S(=O)(=O)Nc1ccc2c(c1)C(=O)N([C@H](C)CO)C[C@@H](C)[C@@H](CN(C)C(=O)NC(C)C)O2 | -1 | 5 | -4 | -13 | -2 | 0.0 | 6 | -0.1

The closing 5 entries of the section above lead into the next.
SMILES | RAD54 branch | S100A4 MyoIIA | FN deposit inh | RAD52 anneal inh | esBAF inh | XiGFP reactiv | EWS-Fli block | E-selectin induc
O=C(CNS(=O)(=O)c1cccc(Br)c1)NCCCc1ccccc1 | -10 | -4 | 5 | -7 | 3 | 0.3 | 4 | x
O=C(c1ccc(Cl)c(S(=O)(=O)N2CCOCC2)c1)N1CCCC1 | 0 | -2 | -3 | 0 | -2 | 0.0 | -6 | 0.1
CCCCc1c(C)[nH]c2nc3ccccc3n2c1=O | -1 | -3 | 5 | -10 | 37 | -0.1 | -69 | -0.1
CC[C@]12c3[nH]c4ccc(OC)cc4c3CCN1C(=O)C(CC(=O)NCCCOC)C[C@@H]2C(=O)N1CCN(C(=O)C2CC2)CC1 (stereo not given in full) | 0 | -2 | -6 | -13 | -7 | -0.1 | 8 | 0.0
Cc1noc(C)c1S(=O)(=O)Nc1ccc2c(c1)C(=O)N([C@H](C)CO)C[C@@H](C)[C@@H](CN(C)C(=O)NC(C)C)O2 | -1 | 5 | -4 | -13 | -2 | 0.0 | 6 | -0.1
CO[C@H]1CN(C)C(=O)c2ccc(NC(=O)C3CCOCC3)cc2OC[C@H](C)N(Cc2cccnc2)C[C@H]1C | 6 | 11 | -4 | -1 | -2 | -0.1 | 6 | 1.5
Cc1cc(C)n(-c2nc(SCCN3CCOCC3)c3c4c(sc3n2)CCCC4)n1 | 9 | 10 | -1 | 15 | 21 | 0.0 | 12 | -1.6
Cn1nc([N+](=O)[O-])nc1Oc1ccccc1F | x | 6 | 0 | -16 | x | 0.1 | 2 | 3.1
CN(C(=O)NC1CCCCC1)c1ccccc1 | x | 2 | -4 | -1 | x | 0.0 | 9 | x
Cc1sc(NC(=O)c2oc3ccccc3c2C)c(C#N)c1C | 4 | 1 | x | -12 | 0 | x | -14 | x
Cc1ccc(C)c(NC(=S)NNc2ccc(F)cc2F)c1 | -12 | 5 | 0 | -13 | x | 0.0 | 18 | x
COCCn1c(SCC(N)=O)nnc1-c1c[nH]c2ccccc12 | -1 | 2 | 6 | 5 | -8 | 0.2 | 5 | x
CCCC(=O)Nc1ccc2c(c1)C(=O)N(C)C[C@H](OC)[C@H](C)CN(C(=O)CN(C)C)[C@H](C)CO2 | 1 | -1 | -1 | -4 | -1 | 0.1 | 0 | 0.0
NS(=O)(=O)c1ccc(CCNC(=O)Cc2ccccc2[N+](=O)[O-])cc1 | x | 6 | 1 | 4 | -6 | 0.1 | 17 | x
C=CCN(C(=O)c1ccc2snnc2c1)c1ccccc1 | -9 | 0 | 8 | -9 | -7 | 0.3 | -1 | 0.2
Cc1noc(C)c1S(=O)(=O)Nc1ccc2c(c1)C(=O)N([C@@H](C)CO)C[C@H](C)[C@H](CN(C)S(=O)(=O)c1ccc(F)cc1)OCCCC[C@H](C)O2 | -4 | -8 | x | 81* | 3 | 0.0 | 11 | 0.1
O=C(CCn1cnnn1)Nc1ccc(F)cc1 | x | -3 | -29 | 9 | x | 0.0 | -31 | x
Cc1cc(C)n2c(SCCN3C(=O)c4ccccc4C3=O)nnc2n1 | -1 | 0 | -18 | -7 | 8 | 0.2 | -5 | 0.5
COc1ncccc1-c1cc2nc(NCCCN(C)C)n(C)c(=O)c2s1 | 90* | -1 | 2 | 75* | 9 | 0.1 | 2 | 0.3
COc1cccc(S(=O)(=O)N2C[C@@H](O)COC[C@@H]3O[C@H](CC(=O)N4CCCCC4)CC[C@H]32)c1 | -2 | -1 | -3 | -8 | 2 | 0.3 | 8 | 0.0
NC1=NC[C@H](c2ccccc2)N1CCc1cc(C(F)(F)F)cc(C(F)(F)F)c1 | 31 | -3 | -3 | 11 | -12 | 0.2 | 61* | 0.2
N#C[C@H]1[C@H](c2ccccc2-c2cccc(F)c2)[C@@H](CO)N1C(=O)NC1CCCCC1 | x | -2 | 8 | -3 | x | 0.0 | -4 | -0.1
COc1ccc(C#Cc2ccc3c(c2)[C@@H]2[C@@H](CCN2C(=O)c2ccccc2F)[C@@H](CO)N3)cc1 | 0 | -4 | 25 | -32 | -4 | 0.0 | -9 | 0.6
Cc1cc(NC(=O)CSc2nnc(NC(=O)C3CC(=O)N(c4ccccc4)C3)s2)no1 (stereo not given) | 2 | 5 | 5 | -12 | 5 | 0.2 | -6 | -1.1
COc1ccc(S(=O)(=O)Nc2ccc3c(c2)C(=O)N([C@H](C)CO)C[C@H](C)[C@H](CN(C)C(=O)NC2CCCCC2)OCCCC[C@@H](C)O3)cc1 | 9 | 6 | -7 | -12 | 3 | 0.0 | -15 | x
COc1cc(OC)c2ccc(=O)oc2c1 | 2 | 4 | x | -3 | -4 | x | -3 | x
COc1ccccc1-c1cnc2c(c1)C(=O)N([C@H](C)CO)C[C@@H](C)[C@H](CN(C)Cc1cncnc1)O2 | 2 | -2 | x | -10 | -7 | 0.1 | -21 | -0.3
CS/C(N)=N/N=C/c1ccc2c(c1)OCO2 | x | 3 | 8 | -10 | x | 0.3 | -56 | x
COc1ccc(C(O)c2ncc(-c3ccc4ccccc4c3)[nH]2)cc1F (stereo not given) | 13 | -3 | x | -46 | -1 | 0.0 | -13 | 0.2
C#CCOCCOCCOCCNc1nc(N2CCN(C(=O)[C@H](CCC(=O)O)n3cc(C(N)[C@H](C)CC)nn3)CC2)nc(N2CCN(C(=O)[C@H](CCC(=O)O)n3cc(C(N)[C@H](C)CC)nn3)CC2)n1 (stereo not given in full) | -1 | -5 | -11 | -23 | -1 | 0.0 | 7 | 0.0
Cc1ccc(-c2nn(C)c(=O)c3ccccc23)cc1S(=O)(=O)N1CCCC1 | -9 | -5 | x | -9 | 6 | -0.2 | 8 | 0.2
C[C@H]1CN([C@@H](C)CO)C(=O)Cc2cc(NS(=O)(=O)c3cccs3)ccc2O[C@@H]1CN(C)C(=O)Nc1ccc2c(c1)OCO2 | 10 | -7 | x | 6 | -1 | 0.0 | 1 | -7.4
CCOC(=O)Cc1csc(NC(=O)CN2CCCCC2)n1 | 0 | 0 | 5 | -6 | 7 | 0.1 | 2 | x

In another format: results already given.
> CCCC(=O)Nc1ccc2c(c1)C(=O)N(C)C[C@H](OC)[C@H](C)CN(C(=O)CN(C)C)[C@H](C)CO2
  RAD54 branch: 1
  S100A4 MyoIIA: -1
  FN deposit inh: -1
  RAD52 anneal inh: -4
  esBAF inh: -1
  XiGFP reactiv: 0.1
  EWS-Fli block: 0
  E-selectin induc: 0.0

> NS(=O)(=O)c1ccc(CCNC(=O)Cc2ccccc2[N+](=O)[O-])cc1
  RAD54 branch: x
  S100A4 MyoIIA: 6
  FN deposit inh: 1
  RAD52 anneal inh: 4
  esBAF inh: -6
  XiGFP reactiv: 0.1
  EWS-Fli block: 17
  E-selectin induc: x
